# High-throughput results from PubChem BioAssay.
# RGS4 inh – human RGS4 inhibition; P49798; hit rate 0.039% among 390,000; Potency, µM (top dose mostly 114 µM), without a hit: top-dose activity change, negative = inhibition, actives largely listed as inhibitors; Transcreener GDP fluorescence polarization, RGS4-accelerated GTP hydrolysis; further: potency means the concentration at half of the fitted maximal effect; on the % scale 0 is the no-effect control and ±100 the full control effect; nearly all actives have a fitted effect of over 75% in size; some results filed as inactive show a strong effect at the top dose
# Target sequence (P49798 whole entry, looked up): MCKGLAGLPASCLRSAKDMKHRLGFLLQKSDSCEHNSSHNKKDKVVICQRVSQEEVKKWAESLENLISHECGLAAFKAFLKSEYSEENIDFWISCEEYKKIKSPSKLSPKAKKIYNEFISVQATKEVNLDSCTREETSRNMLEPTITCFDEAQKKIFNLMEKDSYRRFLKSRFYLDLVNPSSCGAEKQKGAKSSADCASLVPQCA
#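 MLSMR compounds (23 nl, pin-transferred) preincubated 10 min at room temperature with a 500nM (2x) first reagent, then RGS4 at 900nM (2x) plus Transcreener GDP mix added; fluorescence polarization (620/688 nm) read before and after 90 min at 30 °C.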
# Vif-APOBEC3F blk – inhibitors of Vif-A3F interaction | HeLa A3F-eYFP + Vif (tagged APOBEC3F with the HIV-1 protein that degrades it), YFP fluorescence increase | Potency, µM (doses to about 46.1 µM), without a hit: at the top dose activity, negative = active | hit rate 0.2% among 390,000 | AID 602313; further: potency means the concentration at half of the fitted maximal effect; % of control where 0% means no effect; nearly all actives have a fitted effect of over 65% in size
#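 HeLa cells stably expressing A3F-eYFP plus Vif, plated and incubated overnight at 37 deg C, then exposed to compounds overnight at 37 deg C. Blocked degradation read as raised yellow fluorescence (Ex 488/Em 500-530).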
# USP1 inh – blocks the human USP1/UAF1 deubiquitinase complex; O94782; hit rate 0.23% among 390,000; Potency, µM (top dose mostly 57.1 µM), for inactives: top-dose activity change, negative = inhibition, actives largely listed as inhibitors; recombinant USP1/UAF1, Ub-Rhodamine cleavage fluorescence; further: potency means the concentration at half of the fitted maximal effect; on the % scale 0 is the no-effect control and ±100 the full control effect; nearly all actives have a fitted effect of over 60% in size; inactives centre near -12
#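 Step one: compound is pinned into 1nM USP1/UAF1 in HEPES pH 7.8 buffer with TCEP. Step two: 15 min room-temperature incubation. Step three: Ub-Rho (150nM final) starts cleavage, tracked by fluorescence over six one-minute reads.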
# TrxR1 inh – blocks rat thioredoxin reductase 1. hit rate 1% among 390,000. AID 588453. Potency, µM (titrated, usually from 114 µM), inactives show top-dose activity change, negative = inhibition, hits mostly inhibitors. recombinant rTrxR1, NADPH fluorescence consumption, selenite substrate; further: potency means the concentration at half of the fitted maximal effect; on the % scale 0 is the no-effect control and ±100 the full control effect; nearly all actives have a fitted effect of over 65% in size
#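 Rat TrxR1 (90 nM in the dispensed reagent) was pre-reduced with 400 uM NADPH for 5 min at room temperature, then incubated with compound for 15 min. After 400 uM selenite was added, NADPH fluorescence (Ex 340/Em 450 nm) was followed for 8 min.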
# GRP78 ERSR act – ER stress response induction in glioma; Potency, µM, without a hit: at the top dose activation, actives largely listed as activators; AID 602332; hit rate 0.02% among 420,000; U87-MG GRP78 promoter luciferase reporter, 16 h; further: potency means the concentration at half of the fitted maximal effect; series mostly up to about 76 µM; % of control where 0% means no effect; nearly all actives have a fitted effect of over 35% in size
#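 ERSR induction read as luciferase luminescence (Bright-Glo, 10 min at room temperature) in stably transfected human U87-MG glioma cells exposed to compounds for 16 h, using GRP78 as sensor.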
# mIDH1 inhibitor – blocks human mutant IDH1 R132H enzyme; O75874; IDH1-R132H enzyme, NADPH consumption, diaphorase/resazurin fluorescence; Potency, µM (doses to about 76.6 µM), for the others: top-dose activity change, negative = inhibition, most hits filed as inhibitors; hit rate 0.093% among 390,000; further: potency means the concentration at half of the fitted maximal effect; on the % scale 0 is the no-effect control and ±100 the full control effect; nearly all actives have a fitted effect of over 65% in size
# Target sequence (O75874 whole entry R132H, stated change not applied): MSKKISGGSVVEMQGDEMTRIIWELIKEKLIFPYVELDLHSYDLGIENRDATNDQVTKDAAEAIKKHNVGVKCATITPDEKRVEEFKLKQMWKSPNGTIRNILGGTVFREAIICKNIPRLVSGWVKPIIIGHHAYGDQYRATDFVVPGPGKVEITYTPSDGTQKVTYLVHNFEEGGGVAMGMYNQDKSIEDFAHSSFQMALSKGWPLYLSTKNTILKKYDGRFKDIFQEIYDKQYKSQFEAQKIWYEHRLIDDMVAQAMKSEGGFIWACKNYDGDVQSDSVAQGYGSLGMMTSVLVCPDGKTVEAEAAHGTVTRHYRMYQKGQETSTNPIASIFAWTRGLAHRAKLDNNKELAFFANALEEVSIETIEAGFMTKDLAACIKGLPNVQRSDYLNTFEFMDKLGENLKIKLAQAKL
#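 IDH1-R132H (0.5 ug/mL dispensed) in pH 7.5 Tris buffer was preincubated 30 min with compound, then given a substrate mix of 0.016 mM NADPH and 2 mM alpha-KG for 80 min at room temperature; remaining NADPH was read by diaphorase/resazurin fluorescence.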
# TrxR1 substrate – substrates of rat thioredoxin reductase 1 | purified TrxR1 substrate turnover, NADPH consumption readout | Potency, µM (top dose mostly 114 µM), for inactives: top-dose activity change, negative = substrate turnover | O89049 | hit rate 0.01% among 390,000; further: potency means the concentration at half of the fitted maximal effect; on the % scale 0 is the no-effect control and ±100 the full control effect; nearly all actives have a fitted effect of over 50% in size
#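 Rat TrxR1, dispensed at 90 nM, was prereduced with 400 uM NADPH (final) for 5 min at ~22 deg C, then incubated with compound 15 min before 400 uM selenite. A first-read NADPH fluorescence drop versus no-compound background flagged substrates.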
# Vif-A3G inh – inhibitors of Vif-APOBEC3G interaction | Q9HC16 | HeLa A3G-eYFP + Vif (tagged APOBEC3G with the HIV-1 protein that degrades it), YFP fluorescence, overnight | Potency, µM (top dose mostly 46.1 µM), for the others: at the top dose activity, negative = active, actives largely listed as inhibitors | hit rate 0.076% among 410,000;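 further: potency means the concentration at half of the fitted maximal effect; on the % scale 0 is the no-effect control and ±100 the full control effect; nearly all actives have a fitted effect of over 60% in size; hits raise eYFP signal because A3G escapes Vif-driven loss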
# Target sequence (Q9HC16 whole entry, looked up): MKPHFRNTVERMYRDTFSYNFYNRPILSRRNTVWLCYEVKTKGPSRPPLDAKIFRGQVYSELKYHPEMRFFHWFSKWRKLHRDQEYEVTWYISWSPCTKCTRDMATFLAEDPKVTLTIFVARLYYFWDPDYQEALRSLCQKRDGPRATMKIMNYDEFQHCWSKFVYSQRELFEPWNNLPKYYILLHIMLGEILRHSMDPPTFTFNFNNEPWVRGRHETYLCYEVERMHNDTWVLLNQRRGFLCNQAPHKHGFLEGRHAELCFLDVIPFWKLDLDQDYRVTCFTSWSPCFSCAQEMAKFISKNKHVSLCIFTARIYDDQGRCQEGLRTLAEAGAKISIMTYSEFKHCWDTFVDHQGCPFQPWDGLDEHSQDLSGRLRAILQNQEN
#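 Read-out is eYFP fluorescence (Ex 488/Em 500-530) from Vif-expressing HeLa A3G-eYFP cells; more signal means A3G escaped Vif-mediated degradation. Cells plated overnight, compound pinned in, incubated overnight at 37 deg C.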
# LDHA inh – LDHA (human) enzyme inhibition | activity change, % (values are at about 110 or 230 µM) | hit rate 0.15% among 480,000 | AID 1347041 | purified LDHA, NADH/diaphorase-resazurin fluorescence; active compounds read low; in the data active means activity change below about -30%; inconclusive means mostly about -25% to -30%;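 further: plate controls were DMSO wells for no effect and wells without enzyme for full effect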
#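 Resorufin fluorescence (ex540/em590), read at 0 and 20 min after diaphorase/resazurin addition, reports the NADH left after a 5 min room-temperature reaction of 2 nM human LDH5 with 0.06 mM NADH and 0.2 mM pyruvate.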
# An asterisk follows results filed as active; ? = inconclusive; · = no result given; [ ] = another dose, or the depositor's remark. Unless noted, the call rests on the fitted dose curve; in most records, active means well fitted curve in the direction sought with a large enough effect; inconclusive means small, poorly fitted or top-dose-only effect, or another doubt; inactive means no such curve, though single readings can be large; an effect the other way counts as inactive or inconclusive.
SMILES,RGS4 inh,Vif-APOBEC3F blk,USP1 inh,TrxR1 inh,GRP78 ERSR act,mIDH1 inhibitor,TrxR1 substrate,Vif-A3G inh,LDHA inh
Cc1[nH]n(C(N)=S)c(=O)c1N=Nc1cccc(Cl)c1,-5%,-4%,-16%,?,8%,-17%,-8%,1%,-6
Nc1cc(=O)[nH]c(SCC(=O)Nc2ccc(F)c(Cl)c2)n1,-5%,-11%,2%,3%[57.1 µM],-3%,0%,0%[57.1 µM],3%,-3
O=S(=O)(c1ccc(N2CCCCCC2)nc1)N1CCCC1,0%,-1%,-24%,-5%,1%,-8%,-7%,1%,-7
O=C(CCc1ccccc1)Nc1ccc(S(=O)(=O)NC2=NCCCCC2)cc1,-10%,-3%,1%,2%,-3%,-3%,-2%,-4%,-3
COc1ccc(CCNC(=O)CN2c3cccc4cccc(c34)S2(=O)=O)cc1,0%,0%,-16%,13%,-4%,4%,12%,-2%,5
CC(=O)N1c2ccc(S(=O)(=O)NCCC(=O)NC3CCCCCC3)cc2CC1C (stereo not given),-40%[56.9 µM],3%,-13%,-3%,-4%,-6%,-10%,0%,-1
COCC(C)n1c(SC(C)C(=O)NC2CCCCC2C)nc2ccccc2c1=O (stereo not given),5%,-26%,-17%,-2%,-4%,3%,7%,-1%,-6
CCOCc1c(C(=O)Nc2ccccc2N2CCN(C)CC2)oc2ccccc12,-6%,9%,-6%,13%,-5%,-1%,-3%,-1%,-6
COc1ccc(NC2CCCN(C(=O)C3=NN(C)C(=O)CC3)C2)cc1OC (stereo not given),24%,-6%,?,9%,0%,-3%,2%,2%,7
Cc1ccccc1N(Cc1ccccc1F)S(C)(=O)=O,9%,-9%,4%,14%,0%,5%,-3%,0%,-2
CN(C)c1ccc(/C=[N+](\[O-])C(C)(C)/C=N/O)cc1,-15%,-8%,-12%,-27%,-1%,13%,-21%,2%,4
O=C(CNC(=O)c1ccccc1)N/N=C/c1cn[nH]c1-c1ccccc1,-35%,7%,-12%,-10%,-3%,-2%,-6%,-3%,-4
O=S(=O)(Nc1cccc(-c2ccc(N3CCCC3)nn2)c1)c1cc(F)ccc1F,19%,0%,-27%,12%[57.1 µM],1%,14%,-3%[57.1 µM],1%,-12
CCOc1ccc(-c2nnc(SCC(=O)NCCc3ccccc3)nc2-c2ccc(OCC)cc2)cc1,6%,0%,8%,7%[57.1 µM],-2%,-16%,-5%[57.1 µM],-2%,2
O=C(CCNS(=O)(=O)c1ccc(OC(F)(F)F)cc1)NCCc1c[nH]c2ccccc12,9%,-5%,-6%,5%,-4%,-1%,-11%,1%,-4

# Grouped by structure: the compounds so far with a Cl atom.
SMILES,RGS4 inh,Vif-APOBEC3F blk,USP1 inh,TrxR1 inh,GRP78 ERSR act,mIDH1 inhibitor,TrxR1 substrate,Vif-A3G inh,LDHA inh
Cc1[nH]n(C(N)=S)c(=O)c1N=Nc1cccc(Cl)c1,-5%,-4%,-16%,?,8%,-17%,-8%,1%,-6
Nc1cc(=O)[nH]c(SCC(=O)Nc2ccc(F)c(Cl)c2)n1,-5%,-11%,2%,3%[57.1 µM],-3%,0%,0%[57.1 µM],3%,-3

# Remaining list, next part.
SMILES,RGS4 inh,Vif-APOBEC3F blk,USP1 inh,TrxR1 inh,GRP78 ERSR act,mIDH1 inhibitor,TrxR1 substrate,Vif-A3G inh,LDHA inh
COc1cc(C(F)(F)F)nc(-c2ccccn2)n1,-19%,3%,1%,9%[11.4 µM],-3%,7%,-2%[57.1 µM],0%,-3
O=C1c2ccccc2C(=O)N1OCCCN1C(=O)c2ccccc2S1(=O)=O,17%,7%,-7%,0%[11.4 µM],-2%,5%,4%[11.4 µM],0%,0
Cc1ccc(-c2cc(NC(=O)c3cccc(C)c3)on2)cc1,15%,4%,?,27%,-5%,21%,11%,-3%,-8
OCCN(Cc1ccccc1)Cc1ccccc1O,8%,5%,-4%,12%,-2%,-5%,1%,-6%,-20
CN1CCN(NC(=S)NC2CCCCC2)CC1,-1%,-1%,-2%,0%,-3%,-4%,2%,0%,-7
O=C(CCCCCN1C(=O)c2cccc3cccc(c23)C1=O)N1CCOCC1,-13%,-13%,-11%,-6%[57.1 µM],-5%,2%,16%,5%,0
COc1cc(C(=O)O)c2ccccc2n1,-16%,4%,-5%,7%,-4%,4%,5%,7%,-1
COc1ccc(N(CC(=O)N/N=C/c2cccc3c2OCCO3)S(=O)(=O)c2ccc(NC(C)=O)cc2)cc1,-21%,6%,-19%,14%[57.1 µM],-8%,9%,-2%[57.1 µM],0%,-5
OCC[C@@H]1C[C@@H](O)[C@H](O)[C@@]2(CCCc3ccccc3O2)O1,-3%,0%,-17%,21%[57.1 µM],-4%,9%,9%[57.1 µM],-2%,-6
Cc1nc(CSc2nnc3scc(-c4ccc(Cl)cc4)n23)cs1,21%,0%,-8%,11%,2%,2%,3%,-1%,-6
COc1cccc(-c2nnc(SCC(N)=O)n2-c2ccc(Cl)cc2)c1,-7%,-7%,-4%,0%[57.1 µM],0%,1%,5%[57.1 µM],1%,-9
COc1ccccc1/C=C/C(C)=O,-1%,-9%,-18%,5%[57.1 µM],-1%,16%,13%,-2%,-3
O=C(O)CC1CC(c2ccccc2)=NO1 (stereo not given),11%[56.9 µM],·,·,12%[57.1 µM],1%,·,4%[57.1 µM],·,·
CCOc1ccccc1NC(=O)c1cccc2ccccc12,4%,-26%,-15%,0%[57.1 µM],-2%,5%,-1%[57.1 µM],-11%,-6
CCOC(=O)C1(CCCc2ccccc2)CCN(C(=O)CCn2cncn2)CC1,-9%,-13%,5%,12%[57.1 µM],-2%,20%,7%[57.1 µM],0%,-9
COc1ccc(C2CC2/C(=N/OC(=O)c2cccs2)c2ccccc2)cc1 (stereo not given),-8%,0%,-21%,20%[57.1 µM],-1%,0%,2%[57.1 µM],-5%,-5
CCC(NC(=O)Nc1cc(Cl)ccc1OC)c1c(-n2cccc2)sc2c1CCN(C)C2 (stereo not given),-12%,?,?,8%,-3%,-9%,-5%,?,4
Cc1ccc(C(=O)CNc2nc3c(c(=O)[nH]c(=O)n3C)n2Cc2ccccc2)cc1,-7%,2%,-18%,-1%,15%,1%,-4%,-2%,-6
C=C(C)COc1ccc(-c2[nH]ncc2Oc2cccc(OC)c2)c(O)c1,5%,-8%,-5%,5%,-15%,8%,-7%,-14%,-5
COC(=O)c1c(NC(=O)COc2ccc(OC)cc2)sc2c1CCC(C)C2 (stereo not given),-9%,4%,-13%,12%,-9%,25%,-7%,-15%,2
CCOC(=O)C1C(=O)NC(SCC(=O)Nc2nccs2)=C(C#N)C1c1ccccc1OCC (stereo not given),?,-7%,?,?,-2%,-9%,-2%[57.1 µM],-13%,-1
O=S(=O)(Nc1cccc(-c2ccc(N3CCOCC3)nn2)c1)c1ccccc1C(F)(F)F,17%,-3%,-24%,-5%[57.1 µM],-1%,20%,-5%[57.1 µM],-1%,-2
CCOC(=O)C1CCN(CCC(=O)Nc2ccc(Cl)cc2)CC1,0%,·,-6%,-3%,-16%,2%,0%,-3%,-7
CC1CCCN(c2cc(N(C)CCO)c([N+](=O)[O-])c3nonc23)C1 (stereo not given),-8%,1%,-10%,-10%[57.1 µM],-3%,8%,-13%[57.1 µM],1%,2
Cc1ccc(C2=NOC(C)(c3nnc(-c4ccncc4)o3)C2)cc1 (stereo not given),11%,-5%,7%,-3%,-2%,2%,-5%,0%,-6
COc1cc(OC)c(NS(=O)(=O)c2ccc3c(c2)CCCN3C(C)=O)cc1Cl,7%,-3%,-1%,4%[57.1 µM],0%,-10%,-2%[57.1 µM],1%,-5
CCN(CC)c1ccc(NC(=O)CN2C(=O)c3cccnc3Sc3ccccc32)c(C)c1,-15%,3%,-6%,9%[57.1 µM],1%,19%,5%[57.1 µM],-3%,10
CO/N=C/C(NC(=O)c1ccc(C(F)(F)F)cc1)C(=O)OC (stereo not given),-8%,10%,-8%,13%,-4%,-2%,5%[57.1 µM],0%,-4
CC1CN(c2ccc(C(=O)c3ccccc3C(=O)O)cc2[N+](=O)[O-])CC(C)O1 (stereo not given),-11%,1%,-16%,1%,0%,-3%,-12%,-1%,0
COc1ccc(CNC(=O)CN2C(=O)NC(C)(c3cccc(Br)c3)C2=O)cc1 (stereo not given),13%,0%,-14%,22%,0%,11%,-1%,-1%,-3

# Quoted from the listing.
# `C=C(C)COc1ccc(-c2[nH]ncc2Oc2cccc(OC)c2)c(O)c1` in Vif-APOBEC3F blk has -8%
# `CCC(NC(=O)Nc1cc(Cl)ccc1OC)c1c(-n2cccc2)sc2c1CCN(C)C2` (stereo not given) in GRP78 ERSR act has -3%

# New compounds follow.
SMILES,RGS4 inh,Vif-APOBEC3F blk,USP1 inh,TrxR1 inh,GRP78 ERSR act,mIDH1 inhibitor,TrxR1 substrate,Vif-A3G inh,LDHA inh
Cc1cccc(NC(=O)CCCc2ccccc2)c1,-13%,5%,-22%,15%,3%,-1%,0%,0%,0
CC(CC(=O)NCCc1ccc(S(N)(=O)=O)cc1)c1ccccc1 (stereo not given),15%,-4%,-7%,-10%,-4%,1%,-8%,0%,-10
O=C(NCc1ccccc1)C(c1cccnc1)N(C(=O)c1ccccn1)c1cccc(F)c1 (stereo not given),28%,-6%,-16%,11%,-5%,3%,5%[57.1 µM],0%,-7
CCOC(=O)CSc1nc2ccccc2n2cnnc12,3%,-1%,-8%,?,-3%,5%,3%,-10%,8

# Some of the compounds tested (hit frequency here may not be typical).
